# Rac1 wt modul: modulators of human Rac1 wildtype GTP binding; GST-Rac1 beads, fluorescent GTP binding, flow cytometry; actives lie on both sides; 0 = cold GTP competed, 100 = untreated; P63000; GTP binding activity (% of control), % at 10 µM; AID 757; 190,000 compounds, 0.27% hits;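 active = GTP binding activity at least 20 points away from the 100% control level, either lower or higher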
# Pf gamet viab: inhibitors of late stage P. falciparum gametocyte viability | P. falciparum stage V gametocytes, ATP luminescence, 24 h | inhibition, % at 10.9 µM | 150,000 compounds, 0.065% hits | AID 743093;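 active = inhibition above the mean plus 3 SD of compounds within the control limits, set per campaign, cut at about 38% in these data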;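 note: 0% = DMSO wells and 100% = medium only without gametocytes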
# Rab7 wt modul: dog Rab7 wildtype GTP binding, inhibitors and activators | GTP binding activity (percent of control), % at 10 µM | GST-Rab7 beads, fluorescent GTP binding, flow cytometry; actives lie on both sides; untreated = 100%, excess cold GTP = 0% | AID 758 | 190,000 compounds, 0.055% hits;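 active = fluorescent GTP binding to Rab7 beads changed by at least 20 points from the 100% baseline, either direction, mostly lower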;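 note: median green fluorescence of bound Bodipy-FL-GTP per Rab7 bead population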
# Bim-Mcl-1: disrupts Bim peptide binding to human Mcl-1; Bead-based flow cytometry, Bim peptide-Mcl-1 binding; 190,000 compounds, 0.1% hits; inhibition, % at 10 µM; AID 1009; in the data active = inhibition above about 40%;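 note: 0% = no compound tracer wells and 100% = peptide blocker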
# Target sequence (Q07820 whole entry, looked up): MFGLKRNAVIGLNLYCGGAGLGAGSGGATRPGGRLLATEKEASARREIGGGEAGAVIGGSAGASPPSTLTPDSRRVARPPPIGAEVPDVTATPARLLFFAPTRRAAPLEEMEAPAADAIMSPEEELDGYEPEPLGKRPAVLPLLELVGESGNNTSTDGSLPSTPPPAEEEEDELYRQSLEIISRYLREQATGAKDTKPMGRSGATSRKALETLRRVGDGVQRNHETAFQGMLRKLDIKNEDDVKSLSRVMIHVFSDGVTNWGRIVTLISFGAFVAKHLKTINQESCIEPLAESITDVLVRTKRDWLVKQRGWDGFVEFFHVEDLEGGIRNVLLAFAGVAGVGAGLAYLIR
# HRas wt GTP bind: human HRas wildtype GTP binding, change in either direction; P01112; GST-Ras wt beads, Bodipy-FL-GTP binding, flow cytometry; actives lie on both sides; GTP binding activity, % at 10 µM; 190,000 compounds, 0.14% hits; AID 759;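 active = GTP binding activity at least 20% away from the 100% baseline, either lowered as inhibitor or raised as activator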;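 note: 0% = unlabeled GTP competition control and 100% = no-compound control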
# Target sequence (P01112 whole entry, looked up): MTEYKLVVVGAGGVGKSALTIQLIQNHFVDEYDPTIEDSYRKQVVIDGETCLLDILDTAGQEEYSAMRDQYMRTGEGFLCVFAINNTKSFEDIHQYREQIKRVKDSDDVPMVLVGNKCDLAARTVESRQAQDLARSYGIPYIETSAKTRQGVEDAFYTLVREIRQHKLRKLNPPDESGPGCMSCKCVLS
# Mcl1-Noxa inh: disrupts binding of human Mcl-1 to Noxa peptide; Q07820; TR-FRET Mcl-1/Noxa peptide binding, 2 h; inhibition, % at 21.7 µM; 220,000 compounds, 1.5% hits; AID 1022;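 active = compounds that cut the protein-peptide binding signal by more than 50% relative to plate controls in a single-dose test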;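 note: His-tagged Mcl-1 with rhodamine Noxa BH3 peptide and terbium anti-His antibody; 0% = Mcl-1 plus Noxa peptide wells and 100% = peptide-only wells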
# Mcl1-Bid inh: Mcl-1/Bid interaction inhibition. TR-FRET Mcl-1/Bid-Dy647 peptide binding, 1536-well. inhibition, % at 21.7 µM. 220,000 compounds, 0.97% hits;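 active = compounds that cut the binding signal by more than half at the single screening dose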;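 note: His-tagged Mcl-1 with europium anti-His antibody binding Bid BH3 peptide; 0% = Mcl-1 plus peptide wells and 100% = peptide-only wells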
# Rac1 act GTP bind: alters GTP binding to activated mutant human Rac1; P63000; GST-Rac1 activated beads, fluorescent GTP binding, flow cytometry; actives lie on both sides; 100% means binding = to untreated wells; percent activity (GTP binding), % at 10 µM; 190,000 compounds, 0.11% hits; AID 764;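 active = GTP binding at least 20 percentage points away from the 100% baseline, in either direction, so actives lie on both sides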
# Rab2 wt GTP: changes GTP binding to wildtype dog Rab2A, up or down; P61105; GST-Rab2 wt beads, Bodipy-GTP binding, flow cytometry; GTP binding activity, % at 10 µM; 190,000 compounds, 0.19% hits; AID 760;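 active = GTP binding activity at least 20 points away from 100%, either lowered or raised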;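 note: 0% = beads with excess unlabeled GTP and 100% = no-compound control corrected for plate trend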
# Avidin fluor: avidin bead compound fluorescence profile. Avidin beads, compound fluorescence 488/530 nm, flow cytometry; active compounds read high. fluorescence (KMESF) at 10 µM. 220,000 compounds, 0.38% hits; in the data active = fluorescence above about 47; note: inactives centre near 10
# Cdc42 wt: modulators (inhibitors or activators) of GTP binding to human Cdc42 wildtype | P60953 | GST-Cdc42 beads, Bodipy-GTP binding, flow cytometry; actives lie on both sides | percent activity (GTP binding), % at 10 µM | 190,000 compounds, 0.2% hits;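 active = percent activity GTP binding at least 20 points away from the 100% baseline, either down as inhibitor or up as activator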;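 note: median bead fluorescence of bound Bodipy-FL-GTP at 100 nM; 0% = excess unlabeled GTP control and 100% = no compound control; below 100% means less GTP binding so inhibitor and above means activator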
# Target sequence (P60953 whole entry, looked up): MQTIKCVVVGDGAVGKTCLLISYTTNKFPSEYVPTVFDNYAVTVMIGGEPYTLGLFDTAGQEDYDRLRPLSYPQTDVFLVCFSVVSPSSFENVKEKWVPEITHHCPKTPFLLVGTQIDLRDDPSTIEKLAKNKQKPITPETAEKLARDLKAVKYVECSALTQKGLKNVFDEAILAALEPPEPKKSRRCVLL
# The depositor's hits bear a star; · = not tested or not shown.
SMILES,Rac1 wt modul,Pf gamet viab,Rab7 wt modul,Bim-Mcl-1,HRas wt GTP bind,Mcl1-Noxa inh,Mcl1-Bid inh,Rac1 act GTP bind,Rab2 wt GTP,Avidin fluor,Cdc42 wt
CCn1ncc([N+](=O)[O-])c1C(=O)Nc1ccc(C(=O)N2CCCCC2)cc1,104,-5,103,-4,101,7,-1,97,99,3,101
Cn1cc([N+](=O)[O-])c(C(=O)N/N=C\c2c[nH]c3ccccc23)n1,95,1,96,0,94,18,-37,95,99,9,95
Cc1nc(CS(=O)(=O)c2ccc(Cl)cc2)cc(Sc2ccccc2Cl)n1,104,0,100,-1,101,10,7,101,101,7,102
O=S(=O)(Nc1nc2ccccc2nc1N1CCc2ccccc2C1)c1ccc(Br)cc1,90,·,94,4,93,-2,20,88,90,3,90
Cc1ccsc1C1Nc2ccc3ncccc3c2C2=C1C(=O)CC(C)(C)C2 (centres undefined),108,·,103,-6,108,-6,-47,104,107,7,112
C#C[C@]1(O)CC[C@H]2[C@@H]3CCC4=C(CCC(=O)C4)[C@H]3CC[C@@]21C,98,·,97,0,100,9,-3,99,98,9,98
Cc1nn(-c2ccc(Cl)cc2)c2sc(C(=O)N3CCN(c4ccccn4)CC3)cc12,101,·,102,-5,100,-1,-3,99,98,12,101
CC(=O)C1=C(c2ccccc2)NC(=O)NC1c1ccccc1OCC(=O)Nc1ccccc1 (centres undefined),106,·,102,-1,102,5,-10,100,102,7,102
O=C(/C=C\c1ccco1)c1ccc(NC(=O)c2ccco2)cc1,98,·,103,0,96,76*,-86,95,97,9,93
COC(=O)c1sccc1NC(=O)c1c(C)c(-c2cccc(Cl)c2)nc2ccccc12,103,-15,100,0,99,-2,-19,101,97,22,100
CC(=O)Nc1ccc(S(=O)(=O)N2CCC(N(C)CCC(C)C)CC2)cc1,106,·,101,-3,101,22,-22,99,102,26,102
CC1CN(c2ncnc3c2oc2ccccc23)CC(C)O1 (centres undefined),110,·,104,-2,104,6,47,100,104,6,105
COc1ccc(N(CC(=O)Nc2c(C)n(C)n(-c3ccccc3)c2=O)S(=O)(=O)c2ccc(F)cc2)cc1,100,0,101,-4,99,16,-19,94,99,1,98
CC(C)(C)c1cc(OC(=O)c2ccccc2F)ccc1O,96,·,103,-1,98,-2,-26,95,98,11,96
CCOC(=O)c1cnc2c(cnn2C)c1NCCCN(C)C,99,-62,98,0,100,19,1,97,100,10,102
CC(C)CNC(=O)NC1(C(F)(F)F)Oc2ccccc2O1,98,-5,104,-1,100,2,-6,96,100,11,100
O=c1c(OC2OC(CO)C(O)C(O)C2O)c(-c2ccc(O)c(O)c2)oc2cc(O)cc(O)c12 (centres undefined),101,-30,99,2,97,21,-10,99,97,10,96
O=C(CSc1nnnn1-c1ccccc1)Nc1ccc(N2CCOCC2)c(Cl)c1,99,·,98,0,100,16,-8,97,98,8,100
CCN(CC)c1ccc(/C=N/NS(=O)(=O)c2ccc(CNC(C)=O)cc2)cc1,104,·,97,-2,101,7,-10,102,101,10,99
CCOC(=O)CN1C(=O)C(O)(C2CCc3ccccc3C2=O)c2ccccc21 (centres undefined),101,·,98,-4,100,4,-11,97,98,12,100
CCOC(=O)CC(=O)CSc1nc(-c2ccccc2)cc(-c2ccc(Cl)cc2)c1C#N,109,-2,100,1,100,-23,-4,98,100,22,103
CN(C)S(=O)(=O)c1ccc(C(=O)NCC(=O)N/N=C/c2ccco2)cc1,100,·,96,-2,100,7,-21,98,97,13,99
Cc1cc(C(=O)Nc2ccc(N3CCCC3)c(Cl)c2)ccc1[N+](=O)[O-],106,1,101,1,100,14,-16,99,99,16,100
Cn1c(=O)n(C)c2cc(NS(=O)(=O)c3ccc(Br)s3)ccc21,108,11,106,0,103,6,-17,96,102,9,101
COCC(=O)N(CCc1ccc(OC)cc1)Cc1nc2ccccc2c(=O)[nH]1,107,·,101,0,102,4,-25,102,102,13,104
SMILES,Rac1 wt modul,Pf gamet viab,Rab7 wt modul,Bim-Mcl-1,HRas wt GTP bind,Mcl1-Noxa inh,Mcl1-Bid inh,Rac1 act GTP bind,Rab2 wt GTP,Avidin fluor,Cdc42 wt
CCc1nnc(NS(=O)(=O)c2ccc(NC(=S)NC(=O)c3ccc(OC)c(OC)c3)cc2)s1,101,16,100,-7,98,26,-13,97,99,6,97
COc1ccc(S(=O)(=O)NC(C)C(=O)Nc2ccccc2C(F)(F)F)cc1 (centres undefined),107,-4,104,-2,102,9,-21,99,103,8,101
CCOC(=O)c1csc(NC(=O)c2ccc(N3C(=O)CCC3=O)cc2)n1,101,-19,103,0,100,0,2,98,101,9,100
CCN(Cc1ccccc1)C(=O)C1CCN(Cc2sccc2C)CC1,105,11,100,-9,106,14,31,104,103,7,105
C/C(=N\N=C(N)N)c1cccc(Cl)c1,103,·,101,0,101,9,-6,97,102,10,98
CC(C)Cn1cc(C(=O)N2CCC(C)CC2)c2c3ccccc3n(C)c2c1=O,99,-4,99,1,97,22,-1,94,97,9,94
COc1ccc(CC(NC(C)=O)C(=O)NC2CCN(c3nnnn3-c3ccccc3)CC2)cc1 (centres undefined),110,·,104,1,102,2,-26,102,100,8,103
O=C(O)c1cccc(Nc2nc(Nc3ccccc3)nc(N3CCCC3)n2)c1,96,11,104,0,95,10,0,92,95,12,96
O=C(Nn1cnnc1)c1cc2c(s1)CCCC2,100,4,100,-2,102,16,2,98,100,4,102
CCCCN(CC)C(=O)Cc1ccc(Br)cc1,108,-24,99,0,102,4,-8,104,99,13,106
COCCNc1nc(N)c([N+](=O)[O-])c(NCC2CCCO2)n1 (centres undefined),105,-2,102,-1,100,-9,-37,101,101,12,101
Cc1nn(-c2nnc(C)c(=O)[nH]2)c(C)c1SCC(=O)Nc1ccc(F)cc1,97,·,98,-3,100,23,8,95,97,5,99
Cc1ccc(-n2c(SCc3ccc(C#N)cc3)nnc2-c2ccccn2)cc1,102,·,101,-2,100,-4,-24,99,100,7,102
CCCCC1(C)OC(=O)C(=Cc2ccc(N(CC)CC)cc2)C(=O)O1 (centres undefined),101,·,101,0,103,5,-41,99,102,14,104
Cc1nc2ncnn2c(C)c1Cc1ccccc1Cl,105,·,98,0,102,12,-2,99,99,8,101
COc1ccc(NC(=O)N2CCCC(CCC(=O)N(C)CCc3ccccn3)C2)cc1 (centres undefined),98,-34,96,2,96,-19,-40,98,98,27,99
O=C(O)C1=C[C@H](c2ccc(Br)cc2)C[C@H](OCCCCO)O1,90,31,90,-1,88,-14,1,86,88,4,89
COC(=O)CN(c1ccc(C)cc1)S(=O)(=O)c1ccc(F)cc1,99,-4,101,0,95,19,4,95,95,12,97
CSCC[C@H](NC(=O)OC(C)(C)C)c1nnc(SCC(=O)N(C)C)o1,95,-3,98,2,96,67*,-49,96,96,10,96
CCCCN1CC(C(=O)NCc2ccc(C)cc2)CC1=O (centres undefined),102,·,101,-2,99,-7,-16,97,102,12,99
CC(=O)c1cccc(NC(=O)NC2CCCCC2)c1,105,·,103,-1,103,6,2,101,102,6,105
O=[N+]([O-])c1nn(-c2ccc(Cl)cc2)n(O)c1=NCc1ccccc1Cl,96,6,98,0,94,3,-17,95,95,17,95
Cc1cccc(OCC(=O)Nc2ccc3c(c2)nc(CCN2CCN(C)CC2)n3C)c1,105,9,99,0,102,33,-48,100,101,21,102
O=C(CC1C(=O)NCCN1Cc1ccc(-c2ccccc2)cc1)NCC1CCOCC1 (centres undefined),103,12,97,-2,98,-3,-4,97,101,16,101
Cc1c(NC(=O)c2cc3ccccc3o2)c(=O)n(-c2ccccc2)n1C,102,·,100,-6,99,-2,-8,98,98,16,103
CCN(CC(O)Cn1c2ccccc2c2ccccc21)S(=O)(=O)c1ccc(F)cc1 (centres undefined),99,24,98,-3,98,9,20,97,99,6,99
CCn1c(SCc2ccc(Cl)cc2Cl)nc2nc3c(cc2c1=O)CCCC3,110,·,106,0,103,15,-18,105,102,8,105

# Of the compounds above, 7 have fluorine:
SMILES,Rac1 wt modul,Pf gamet viab,Rab7 wt modul,Bim-Mcl-1,HRas wt GTP bind,Mcl1-Noxa inh,Mcl1-Bid inh,Rac1 act GTP bind,Rab2 wt GTP,Avidin fluor,Cdc42 wt
COc1ccc(N(CC(=O)Nc2c(C)n(C)n(-c3ccccc3)c2=O)S(=O)(=O)c2ccc(F)cc2)cc1,100,0,101,-4,99,16,-19,94,99,1,98
CC(C)(C)c1cc(OC(=O)c2ccccc2F)ccc1O,96,·,103,-1,98,-2,-26,95,98,11,96
CC(C)CNC(=O)NC1(C(F)(F)F)Oc2ccccc2O1,98,-5,104,-1,100,2,-6,96,100,11,100
COc1ccc(S(=O)(=O)NC(C)C(=O)Nc2ccccc2C(F)(F)F)cc1 (centres undefined),107,-4,104,-2,102,9,-21,99,103,8,101
Cc1nn(-c2nnc(C)c(=O)[nH]2)c(C)c1SCC(=O)Nc1ccc(F)cc1,97,·,98,-3,100,23,8,95,97,5,99
COC(=O)CN(c1ccc(C)cc1)S(=O)(=O)c1ccc(F)cc1,99,-4,101,0,95,19,4,95,95,12,97
CCN(CC(O)Cn1c2ccccc2c2ccccc21)S(=O)(=O)c1ccc(F)cc1 (centres undefined),99,24,98,-3,98,9,20,97,99,6,99

# From PubChem BioAssay
